Screens deposited in PubChem BioAssay by National Center for Advancing Translational Sciences (NCATS).
RORgamma inh = ROR gamma (mouse) transcription inhibition; P51450; Drosophila S2 Gal4-RORgamma UAS-luciferase reporter, 20 h; hit rate 5.4% among 310,000; AID 2551; Potency, µM (series often up to 53.6 µM), for the others: top-dose activity change, negative = inhibition, actives largely listed as inhibitors; further: on the % scale 0 is the no-effect control and ±100 the full control effect; nearly all actives have a fitted effect of over 60% in size
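A Gal4/UAS one-hybrid system in insect cells: metallothionein-promoter Gal4–ROR gamma fusion plus Photinus luciferase reporter. Copper sulfate 700 uM final, 20 hr ambient incubation, luminescent detection after 10 min with reagent.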
Gal4-VP16 FLuc = Gal4-VP16 reporter inhibition counter-screen | Drosophila S2 Gal4-VP16 UAS-luciferase, luminescence, 20 h | Potency, µM (series often up to 53.6 µM), without a hit: at the top dose activity, negative = inhibition, most hits filed as inhibitors | hit rate 3.5% among 310,000;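 further: Gal4-VP16 expression switched on by copper sulfate through the metallothionein promoter; on the % scale 0 is the no-effect control and ±100 the full control effect; nearly all actives have a fitted effect of over 50% in size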
NPC1 prom act = activators of NPC1 promoter | Huh7 NPC1 promoter luciferase reporter, 24 h | Potency, µM (titrated, usually from 9.22 µM), inactives show at the top dose activation, usual class: activators | hit rate 2.4% among 320,000 | AID 485313;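 further: % of control where 0% means no effect; nearly all actives have a fitted effect of over 60% in size; reporter is driven by a mutant NPC1 promoter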
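Quantitative HTS used a cell-based reporter: Huh7 cells stably bearing the NPC1 promoter upstream of luciferase were treated with compounds for 24 h, and promoter activation was read as luminescence.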
uPA generation = cell surface uPA generation inhibition; cell surface uPA generation assay, qHTS; Potency, µM (doses to about 38.3 µM), for inactives: at the top dose activity change, negative = inhibition, actives largely listed as inhibitors; hit rate 0.31% among 330,000; AID 540303; active means well fitted inhibition curve with a large enough effect; inconclusive means small, poorly fitted or top-dose-only effect; inactive means no such curve, though single readings can be large or run the other way; tested in mouse RAW 264.7 cells; further: on the % scale 0 is the no-effect control and ±100 the full control effect; nearly all actives have a fitted effect of over 55% in size
p53 reactivation = re-activators of mutant p53; H1299 p53-A138V BP100-luciferase reporter, luminescence, 24 h; Potency, µM (series often up to 92.2 µM), without a hit: top-dose activity change, positive = activation, actives largely listed as activators; hit rate 0.063% among 320,000; further: % of control where 0% means no effect; nearly all actives have a fitted effect of over 45% in size
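p53-null H1299 cells stably carrying temperature-sensitive p53-A138V and a BP100-luciferase reporter were pinned with compounds (4-point, 1:5 series) and held 24 hrs at 37 deg C. Luminescence was read 10 min after detection reagent.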
CXXC DNA block = MLL CXXC-DNA interaction inhibition | Q03164 | MLL-CXXC / FITC-HOXA9 DNA fluorescence polarization | Potency, µM (titrated, usually from 115 µM), for inactives: at the top dose activity change, negative = inhibition, hits mostly inhibitors | hit rate 0.037% among 290,000; active means well fitted inhibition curve with a large enough effect in the polarisation, with a control signal flat, not every such curve was filed as active; inconclusive means small, poorly fitted or top-dose-only effect, or effect the other way, or a change in a side signal; inactive means no such curve, though single readings can be large or run the other way; the % refers to the polarisation
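Steps: dispense CXXC domain solution (7 uM) → pin compounds or unlabeled HOX-A9 DNA control → 5 min ambient → add FLSN-HOX-A9 solution (50 nM) → spin → 30 min ambient → fluorescence polarization. Tris pH 7.5/NaCl/DTT/BSA buffer.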
Rab9 prom act = Rab9 promoter activation | Huh7 Rab9 promoter-luciferase reporter, luminescence, 24 h | Potency, µM (doses to about 9.22 µM), without a hit: at the top dose activation, negative = inhibition, hits mostly activators | hit rate 2.8% among 320,000 | AID 485297; further: % of control where 0% means no effect; nearly all actives have a fitted effect of over 60% in size
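Huh7 cells stably carrying Rab9 promoter–luciferase reporter, plated 1500 cells/well, compound added after 2 h and incubated 24 h at 37 °C; luciferase luminescence then read after 10 min with detection reagent.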
BRCA1 expr act = activators of BRCA1 expression; hit rate 1.1% among 380,000; MCF7-BRCA1-FFLuc reporter, luminescence, 48 h; response scale: scaled: vehicle 0%, 10 µM genistein 100%; Potency, µM (highest dose often 46.1 µM), inactives show at the top dose activation, usual class: activators; further: nearly all actives have a fitted effect of over 80% in size; some results filed as inactive show a strong effect at the top dose
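Luminescence from a BRCA1-driven firefly luciferase in MCF7 cells was read after 48 h compound exposure at 37 C. Data normalized against DMSO and a 10microM genistein activation control, then curve-fitted across the titration.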
MBNL1-CUG inh = inhibitors of human MBNL1 binding to CUG repeat RNA; AID 2675; Q9NR56; hit rate 0.036% among 280,000; Potency, µM (top dose mostly 57.5 µM), for the others: at the top dose activity change, negative = inhibition, actives largely listed as inhibitors; TR-FRET MBNL1-His/biotin-(CUG)12 binding, 665/545 ratio; active means well fitted inhibition curve with a large enough effect in the signal ratio, with a control signal flat, not every such curve was filed as active; inconclusive means small, poorly fitted or top-dose-only effect, or effect the other way, or a change in a side signal; inactive means no such curve, though single readings can be large or run the other way; the % refers to the signal ratio; further: on the % scale 0 is the no-effect control and ±100 the full control effect
Target sequence (Q9NR56 whole entry, looked up): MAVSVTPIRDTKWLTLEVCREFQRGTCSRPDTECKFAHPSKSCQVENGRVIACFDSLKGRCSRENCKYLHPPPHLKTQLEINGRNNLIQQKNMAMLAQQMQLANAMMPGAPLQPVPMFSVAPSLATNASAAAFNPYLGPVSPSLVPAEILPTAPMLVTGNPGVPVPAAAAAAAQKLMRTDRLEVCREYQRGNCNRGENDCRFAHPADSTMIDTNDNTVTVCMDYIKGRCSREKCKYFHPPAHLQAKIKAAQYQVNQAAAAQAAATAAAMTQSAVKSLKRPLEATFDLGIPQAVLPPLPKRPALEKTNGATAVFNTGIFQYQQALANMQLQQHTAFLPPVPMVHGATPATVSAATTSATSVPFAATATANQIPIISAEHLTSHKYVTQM
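MBNL1-His + Biotin-(CUG)12, cpd titration 92 nM–58 uM; Tb anti-His Ab 0.055 ng/ul, SA-XL665 5 nM (final); 60 min RT; ratiometric 665/545 nm, Ex 340 nm; normalized to buffer and full-complex controls.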
FLuc modulator = firefly luciferase modulation, counter-screen for miR-21 project. purified FLuc, Km substrates, luminescence inhibition. AID 588342. Potency, µM (highest dose often 57.5 µM), for the others: at the top dose activity change, negative = inhibition, actives largely listed as inhibitors. hit rate 6.9% among 360,000. P08659;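 further: plate controls were vehicle for no effect and reference inhibitor for full effect; nearly all actives have a fitted effect of over 55% in size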
Target sequence (P08659 whole entry, looked up): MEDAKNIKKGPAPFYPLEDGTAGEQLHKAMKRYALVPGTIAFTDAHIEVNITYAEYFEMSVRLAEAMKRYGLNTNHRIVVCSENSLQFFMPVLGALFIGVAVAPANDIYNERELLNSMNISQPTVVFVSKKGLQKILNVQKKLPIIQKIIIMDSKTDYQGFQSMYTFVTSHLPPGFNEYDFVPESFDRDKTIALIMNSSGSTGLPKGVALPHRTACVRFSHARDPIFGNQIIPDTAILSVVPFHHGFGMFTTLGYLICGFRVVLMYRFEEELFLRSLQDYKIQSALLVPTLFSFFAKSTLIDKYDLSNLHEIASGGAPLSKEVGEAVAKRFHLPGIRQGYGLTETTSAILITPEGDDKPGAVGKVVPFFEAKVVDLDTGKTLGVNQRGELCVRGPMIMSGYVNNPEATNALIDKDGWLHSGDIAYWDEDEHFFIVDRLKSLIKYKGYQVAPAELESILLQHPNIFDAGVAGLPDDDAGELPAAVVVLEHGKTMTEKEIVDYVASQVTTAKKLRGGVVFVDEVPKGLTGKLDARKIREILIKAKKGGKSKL
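Purified P. pyralis luciferase (10nM final) with 10uM D-luciferin and 10uM ATP (Km levels) in 50mM Tris acetate pH 7.5, 10mM Mg acetate, 0.01% Tween-20, 0.05% BSA; qHTS 6-point titration, ~60 µM downward; luminescence read.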
ELG1 genotox = induces genotoxicity in HEK293T cells with luciferase-tagged ELG1. AID 504466. HEK293T ELG1-luciferase reporter, luminescence, 16 h. hit rate 1.3% among 330,000. Potency, µM (doses to about 46 µM), for inactives: at the top dose activity change, positive = activation, usual class: activators; further: % of control where 0% means no effect; nearly all actives have a fitted effect of over 60% in size
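Screening used a luciferase reporter fused to human ELG1 in HEK293T cells. Luminescence was read on a CCD plate imager after 16 hr exposure and 30 min ONE-Glo incubation.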
Active calls of the source: *; ? = inconclusive; · = no result given; [ ] = remark or other dose. Unless noted, the call rests on the fitted dose curve; in most records, active means well fitted curve in the direction sought with a large enough effect; inconclusive means small, poorly fitted or top-dose-only effect, or another doubt; inactive means no such curve, though single readings can be large; an effect the other way counts as inactive or inconclusive. Potency means the concentration at half of the fitted maximal effect. This is a subset; rates above refer to the full screens.

SMILES	RORgamma inh	Gal4-VP16 FLuc	NPC1 prom act	uPA generation	p53 reactivation	CXXC DNA block	Rab9 prom act	BRCA1 expr act	MBNL1-CUG inh	FLuc modulator	ELG1 genotox
C=CCOc1ccc(/C=C\c2nc(O)c([N+](=O)[O-])c(=O)[nH]2)cc1OCC	0%	-5%	2%	10%	-5%	-6%	-11%	-4%	4%	?	-3%
O=C(Nc1nc(-c2ccccn2)cs1)c1cc(S(=O)(=O)N2CCOCC2)ccc1F	·	·	-2%	10µM*	?	·	-5%	-64%	·	?	-1%
O=C(CCS(=O)(=O)c1ccc(Cl)cc1)N1CCN(S(=O)(=O)c2cccs2)CC1	30%	-2%	4%	6%	1%	-5%	-4%	-24%	19%	-2%	-3%
CCCOc1ccc(-c2cc(C(=O)NCC3CCCO3)c3ccccc3n2)cc1 (stereo not given)	26%	-8%	12%	-2%	4%	-1%	20%	29%	14%	3µM*	-10%
Cc1cc(C)n(-c2ccc(C(=O)Nc3nnc(C)s3)cc2)n1	26%	14%	13%	-4%	7%	8%	?	19%	-1%	13µM*	?
COc1cccc(/C=N\NC(=O)c2ccc(Cn3cc(Br)c([N+](=O)[O-])n3)o2)c1O	3%	0.28µM*	-33%[inhibitor]	-14%	?	1%	-51%[inhibitor]	-78%	15%	11µM*	12%
CN(Cc1nc2ccccc2n1C)S(=O)(=O)c1ccc(F)cc1	-9%	?	-2%	-5%	13%	1%	-3%	-10%	-9%	-15%	-1%
CN(c1ccc(F)cc1)S(=O)(=O)c1ccc(Cl)c(C(=O)Nc2ccncc2)c1	·	·	-2%	-9%	-6%	·	-8%	-37%	·	5%	-4%
COc1ccc(C(=O)NC(=S)Nc2ccc(CN3CCCCC3)cc2)cc1Cl	20µM*	?	0%	-9%	-2%	-5%	-8%	-18%	-6%	4%	-6%
CCOc1ccc(NC(=O)C2CCCN2S(=O)(=O)c2ccc(OCC)cc2)cc1 (stereo not given)	37%	-16%	3%	2%	2%	41%[activator]	5%	3%	-7%	-2%	-8%
CC(=O)c1ccc(OC(=O)COc2ccccc2Cl)cc1	9%	-7%	-8%	3%	12%	-9%	0%	-14%	-5%	?	0%
Cc1cc(C)c(C(=O)N2CCCC(Nc3ccc(C)c(C)c3)C2)o1 (stereo not given)	-9%	-2%	-1%	1%	-1%	7%	-3%	-26%	4%	-2%	1%[9.26 µM]
Cc1cc(C)c(NC(=O)CN2CCC(NC(=O)NC3CCCCC3)CC2)c(C)c1	-8%	1%	-1%	·	8%	2%	-9%	·	-3%	-14%	1%
COc1ccc(C(=O)C2CCCN(C(=O)c3ccc(F)cc3)C2)cc1OC (stereo not given)	?	-2%	1%	2%	7%	-1%	1%	-20%	-7%	5%	-1%
O=C1c2cccc(OCC(=O)N3CCCc4ccccc43)c2CCN1Cc1ccccc1	24%	?	0%	17%	-9%	3%	0%	-12%	-25%	1%	-11%
O=C(Nc1oc2ccccc2c(=O)c1-c1ccc(Cl)cc1)c1ccco1	15%	?	-1%	-16%	14%	-7%	-43%[inhibitor]	-1%	-2%	-10%	1%
Cc1ccc(C(=O)OCC(=O)N(C)C2CCS(=O)(=O)C2)cc1S(=O)(=O)N1CCOCC1 (stereo not given)	·	·	1%	8%	1%	·	-3%	-7%	·	-1%	1%
Cn1c(=O)c2c(ncn2CC(=O)OCC(=O)c2ccc(F)c(F)c2)n(C)c1=O	16%	-16%	-4%	-17%	-12%	-10%	-3%	0%	-3%	5%	1%
CCC(=O)Nc1ccc(C(=O)n2ccc(C)n2)cc1	-23%	10%	-2%	-2%	2%	4%	-1%	-1%	-4%	0%	2%
COCCNC(=O)C1CC(c2cccc(F)c2)=NO1 (stereo not given)	19%	-1%	-7%	-7%	3%	-2%	-4%	-7%	-4%	0%	1%
NS(=O)(=O)c1ccc(CCNC(=O)COC(=O)C2CCCN2C(=O)c2cccs2)cc1 (stereo not given)	-11%	-1%	1%	4%	0%	1%	0%	-9%	0%	3%	-6%
COc1ccc(C2CC(c3ccccc3)=NN2C(=O)c2ccc(Cl)c([N+](=O)[O-])c2)cc1 (stereo not given)	-16%	0%	1%	-5%	-10%	-4%	-4%	-88%	2%	0%	0%
O=C(OCCCOC(=O)c1ccc(O)cc1)c1ccc(O)cc1	20%	-1%	-1%	8%	2%	7%	-4%	1%	?	-3%	-5%
C/C(=N/NC(=O)CNC(=O)COc1cccc(C)c1)c1ccco1	0%	6%	0%	-1%	-3%	0%	-5%	-2%	-2%	1%	-1%
Cc1oc(-c2ccccc2Cl)nc1CS(=O)(=O)CC(=O)NCCN1CCOCC1	-1%	7%	-5%	6%	·	·	0%	-3%	7%	7%	4%
CCOc1ccc(-c2nc[nH]c2[N+](=O)[O-])cc1	25%	1%	-4%	0%	0%	-4%	0%	-35%	?	0%	9%
Cc1c(NC(=O)CSc2nnc(N)s2)c(=O)n(-c2ccccc2)n1C	-10%[10 µM]	0%	-3%	-1%	5%	3%	1%	-2%	·	8%	0%
C#CCOc1c(/C=C\c2nc(O)c([N+](=O)[O-])c(=O)[nH]2)cc(Br)cc1OC	-6%[1.91 µM]	6%	-1%	-1%	·	-30%	9%	-19%	-2%	?	3%
CCN(CC)C(=O)/C(=C/c1ccc(F)cc1)NC(C)=O	-8%	4%	0%	1%	-8%	-2%	-1%	-1%	0%	7%	1%
Cc1nc(SCC(=O)NC2CCCCC2C)c(C#N)c(C)c1C (stereo not given)	·	·	-3%	0%	7%	·	0%	1%	·	-1%	0%
CCN(CC)C(=O)COc1ccc(N(C)S(=O)(=O)c2ccc(NC(C)=O)cc2)cc1	0%	-11%	0%	2%	-2%	0%	-2%	1%	-9%	-1%	0%
CC(OC(=O)CNS(=O)(=O)c1ccc(C#N)cc1)C(=O)Nc1cccc(C#N)c1 (stereo not given)	·	·	-4%	-7%	1%	·	-4%	0%	·	1%	0%
CN(CC(=O)N1CCCCC1)S(=O)(=O)c1ccc(Cl)cc1	-8%	?	4%	4%	-3%	-7%	-2%	1%	-2%	-4%	0%
O=C(CSc1ccc(-c2cccnc2)nn1)Nc1ccc(F)cc1	6%	2%	0%	13%	-9%	-5%	4%	-23%	-8%	6%	-5%
Cc1oc(-c2ccccc2F)nc1CS(=O)(=O)CC(=O)NCCCN1CC(C)CC(C)C1 (stereo not given)	0%	7%	2%	-6%	-1%	-16%	-4%	2%	3%	1%	0%
COc1ccccc1CNC(=O)C1CCCC1	10%	-2%	-8%	0%	3%	-2%	-5%	-15%	-13%	5%	-1%
Cc1[nH]c2ccccc2c1C(=O)CSc1nc2cc(S(=O)(=O)N3CCCCC3)ccc2o1	?	-7%	-9%	4%	-3%	-4%	-19%	-68%	4%	10%	-9%
NNC(=O)CSc1cccc2cccnc12	23%	-20%	-1%	-4%	-9%	2%	-1%	-15%	23%[11.5 µM]	1%	3%
C[C@@H]1CC=C[C@H]2[C@H]1C(=O)N(Cc1ccccc1)[C@H]2c1ccc(-c2ccoc2)cc1F	15%	0%	-4%	?	1%	3%	-10%	-37%	-6%	-1%	-6%
O=C(CCCc1ccccc1)NCCc1ccccc1	·	·	0%	13%	·	-9%	7%	?	-6%	?	?
COc1ccccc1Cc1noc(-c2cc(Cl)ccc2OC)n1	32%	-4%	-4%	-2%	-12%	4%	-2%	-5%	2%	4%	15%
CCSc1nnc(NC(=O)c2cc3c(s2)CCCC3)s1	-23%	-7%	2.5µM*	·	24%	2%	1.6µM*	7.9µM*	13%	?	7%
COc1ccc(-c2nc(SC)n(C(=O)c3ccco3)n2)cc1	43%	3%	4%	-1%	?	102%[activator]	24%	11µM*	5%	?	?
CC(C)C(=O)NNC(=O)c1ccccn1	?	-7%	-2%	1%	3%	-4%	-1%	-2%	?	-8%	2%
COc1ccc(C(=O)N/N=C(/C)c2cccc(NC(=O)c3ccccc3F)c2)cc1	24%	-6%	?	-5%	22%	14%	24%	67%	6%	3.8µM*	6%
N=C1C(c2ccccc2)=C(O)CN1CCO	-11%	3%	-1%	15%	3%	-5%	0%	8%	-17%	1%	2%
Cc1ccc(C)c(C(=O)NC(C)CCc2ccccc2)c1 (stereo not given)	3%	-3%	-1%	-24%	2%	-1%	-3%	-15%	2%	-1%	-4%
CCOc1ccc(NC(=O)CC2C(=O)N(c3ccccc3)C(=O)N2Cc2ccco2)cc1 (stereo not given)	13%	-15%	1%	-2%	0%	-2%	?	0%	-5%	-15%	-3%
